Compound activity as filed in PubChem BioAssay.
GLP1R ag: qHTS of GLP-1 Receptor Agonists; HEK293 GLP-1R CRE-luciferase, luminescence, 4-6 h; cells express a hypersensitive GLP-1R form; Potency, µM (top dose mostly 45.6 µM), without a hit: top-dose activation, usual class: activators; 380,000 compounds, 0.007% hits; Glucagon-like peptide 1 receptor (Homo sapiens), P43220; note: potency is the fitted concentration of half-maximal effect; % of control where 0% means no effect
GLP1R inv ag: qHTS of GLP-1 Receptor Inverse Agonists (Inhibition Mode). Glucagon-like peptide 1 receptor (Homo sapiens), P43220. HEK293 GLP-1R CRE-luciferase, luminescence, 24 h; GLP-1R form is constitutively active. Potency, µM (top dose mostly 38.3 µM), without a hit: at the highest dose activity change, negative = inhibition, hits mostly inhibitors. 410,000 compounds, 1.6% hits. AID 624417, 2012; note: potency is the fitted concentration of half-maximal effect; % is set by controls: 0 for no effect and ±100 for the full control effect; nearly all actives have a fitted effect of over 55% in size
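Inverse agonists were sought by their lowering of basal cAMP reporter luciferase output in HEK293 cells stably carrying constitutively active human GLP-1R, after 24 h compound treatment.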
HEK293 tox: qHTS of GLP-1 Receptor Inverse Agonists: Cytotox Screen; HEK293 cAMP-luciferase reporter cells, luminescence, 24 h; Potency, µM (highest dose often 38.3 µM), for the others: top-dose activity change, negative = inhibition, hits mostly inhibitors; 410,000 compounds, 0.13% hits; AID 624418, 2012;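 note: loss of luciferase light is scored as toxicity; potency is the fitted concentration of half-maximal effect; % is set by controls: 0 for no effect and ±100 for the full control effect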
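Quantitative HTS format, 1536 wells, 200 cells/uL seeded. Compounds: 23 nL, 24 h, 37 °C. Detection: luciferase reagent, luminescence at 12 min RT; decreased signal taken as cytotoxic.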
DRD3 agonist: qHTS of D3 Dopamine Receptor Agonist: qHTS; D(3) dopamine receptor (Homo sapiens), P35462; D3R DiscoveRx beta-arrestin cells, luminescence, 90 min; max activation, %; 410,000 compounds, 0.58% hits; AID 652048, 2013; in the data active = max activation above about 30%; note: 0% is about no effect; mostly tested at two doses, the higher about 12 µM
Target sequence (P35462 whole entry, looked up): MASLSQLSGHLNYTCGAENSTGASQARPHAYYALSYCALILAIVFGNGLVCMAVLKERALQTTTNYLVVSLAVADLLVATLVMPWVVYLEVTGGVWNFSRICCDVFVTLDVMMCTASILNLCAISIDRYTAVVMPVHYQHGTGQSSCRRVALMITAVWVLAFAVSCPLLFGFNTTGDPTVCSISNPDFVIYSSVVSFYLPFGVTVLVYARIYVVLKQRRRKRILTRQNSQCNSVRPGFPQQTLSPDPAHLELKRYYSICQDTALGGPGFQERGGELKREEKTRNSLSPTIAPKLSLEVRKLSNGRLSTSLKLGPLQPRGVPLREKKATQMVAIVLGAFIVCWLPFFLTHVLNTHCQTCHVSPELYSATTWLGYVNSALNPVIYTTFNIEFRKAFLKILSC
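Agonist mode: compounds and dopamine controls were applied to plated cells for 90 min at 37 degrees C after an overnight attachment at 1500 cells/well. Luminescent read-out followed 30 - 60 minutes at room temperature with DiscoveRx detection reagent.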
aSyn yeast inh: qHTS of alpha-syn Inhibitors; 370,000 compounds, 0.14% hits; AID 652106, 2013; Yeast expressing alpha-synuclein, growth rescue, BacTiter-Glo, 24 h; Potency, µM (highest dose often 46.1 µM), for the others: at the highest dose growth rescue (activation), hits mostly activators; note: potency is the fitted concentration of half-maximal effect; % of control where 0% means no effect; nearly all actives have a fitted effect of over 65% in size
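Screening used galactose-induced yeast with toxic alpha-synuclein levels, exposed to compound for 24 hr at 30 deg C. Cell growth, read with BacTiter-Glo luminescence, gave the measured signal.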
PTHR1 agonist: qHTS for PTHR1 Agonists: Primary Screen. Parathyroid hormone/parathyroid hormone-related peptide receptor (Homo sapiens), Q03431. HEK293 GP2 PTHR1 cells, GloSensor cAMP luminescence, 1 h. Potency, µM (doses to about 115 µM), without a hit: at the top dose activation, usual class: activators. 410,000 compounds, 0.075% hits; note: potency is the fitted concentration of half-maximal effect; nearly all actives have a fitted effect of over 55% in size; some results filed as inactive show a strong effect at the top dose; inactives centre near -15; many of its hits are not listed in these tables
Target sequence (Q03431 whole entry, looked up): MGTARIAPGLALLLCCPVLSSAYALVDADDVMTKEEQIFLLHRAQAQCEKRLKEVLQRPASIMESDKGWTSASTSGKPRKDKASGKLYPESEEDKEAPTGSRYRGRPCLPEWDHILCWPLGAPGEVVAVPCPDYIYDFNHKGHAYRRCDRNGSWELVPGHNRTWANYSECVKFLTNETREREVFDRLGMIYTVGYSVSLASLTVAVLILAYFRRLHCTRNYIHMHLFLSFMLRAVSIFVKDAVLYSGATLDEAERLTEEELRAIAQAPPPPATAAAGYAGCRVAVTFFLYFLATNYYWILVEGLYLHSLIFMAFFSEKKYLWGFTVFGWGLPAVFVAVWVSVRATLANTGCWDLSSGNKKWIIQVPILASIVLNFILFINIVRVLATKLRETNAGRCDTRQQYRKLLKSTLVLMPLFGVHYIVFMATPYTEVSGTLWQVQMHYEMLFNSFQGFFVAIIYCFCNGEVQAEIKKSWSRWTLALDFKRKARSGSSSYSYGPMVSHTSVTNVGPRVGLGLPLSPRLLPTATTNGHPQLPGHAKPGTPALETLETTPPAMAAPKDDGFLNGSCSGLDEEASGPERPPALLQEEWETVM
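HEK-293-derived GP2 cells expressing PTHR1 and a GloSensor cAMP reporter, 3,000/well, plated overnight, given luciferin plus IBMX (each 0.5 mM as added) for 1 h at 37 °C, then compound for 1 h at 37 °C. Luminescence was read after 15 min at room temperature.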
TDP43 rescue: qHTS of TDP-43 Inhibitors | 410,000 compounds, 1.8% hits | TDP-43 expressing yeast growth rescue, BacTiter-Glo, 24 h | Potency, µM (titrated, usually from 46.1 µM), inactives show at the highest dose growth rescue (activation), actives largely listed as activators | AID 652104, 2013; note: potency is the fitted concentration of half-maximal effect; % of control where 0% means no effect; nearly all actives have a fitted effect of over 50% in size
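In this qHTS, compounds that restore growth of yeast expressing TDP-43 appear as activators. Cells (OD600=0.02, galactose medium, raffinose-pregrown) are incubated with compound 24 hr at 30 deg C and growth is quantified by BacTiter-Glo.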
D3 antag: qHTS of D3 Dopamine Receptor Antagonist: qHTS. D3R cells, DiscoveRx beta-arrestin luminescence, antagonist mode; stronger effect = lower value. max response, negative = inhibition, %. 360,000 compounds, 2.5% hits. AID 652054, 2013; in the data active = max response below about -50%; inconclusive = no clear call, values can overlap the other calls; note: % is set by controls: 0 for no effect and ±100 for the full control effect; mostly tested at two doses, the higher about 12 µM
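Cells expressing the human receptor were seeded at 1500 cells/well, incubated overnight at 37 degrees C in 5% CO2, then exposed to library compounds with dopamine controls for 90 minutes at 37 degrees C before luminescent detection.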
KB-V1 cytotox: qHTS assay for MDR1-selective chemotherapeutics: Primary screen using the drug-selected MDR subline cells KB-V1; 400,000 compounds, 3.4% hits; KB-V1 MDR cells viability, CellTiter-Glo, 72 h; Potency, µM (series often up to 46.1 µM), without a hit: at the highest dose activity change, negative = cytotoxicity, actives largely listed as cytotoxic; AID 1347076, 2019; note: potency is the fitted concentration of half-maximal effect; % is set by controls: 0 for no effect and ±100 for the full control effect; nearly all actives have a fitted effect of over 60% in size
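KB-V1, DMEM (no phenol red) + 10% FBS; cpd pin-transferred, titration series; 72 h, 37 degrees C; CellTiter-Glo, luminescence. Data normalized, curve-fit.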
* marks the source's active call; other numbers are inactive results; i = inactive; ? = inconclusive; . = no result given; & = joins results of further samples; [ ] = dose if it differs, or a comment. Unless noted, calls come from the whole dose curve; as a rule, active = well fitted curve in the direction sought with a large enough effect; inconclusive = small, poorly fitted or top-dose-only effect, or another doubt; inactive = no such curve, though single readings can be large; an effect the other way counts as inactive or inconclusive. The list is partial, so the mix of outcomes need not match the whole.

structure	GLP1R ag	GLP1R inv ag	HEK293 tox	DRD3 agonist	aSyn yeast inh	PTHR1 agonist	TDP43 rescue	D3 antag	KB-V1 cytotox
Cc1ccc(Cn2c(SCC(=O)Nc3cc(C)on3)nc3ccccc3c2=O)cc1	-3.5%	1.6%	-11.7%	1.7	-1.2%	i	6.9%	14.1	?
C/C=C/c1ccc(OCCCCOc2ccccc2F)c(OC)c1	9.6%	?	-19.5%	4.7	-13.9%	-10.6%	3.5%	23.7	-2.0%
COc1cc(C(=O)NCC(c2cccnc2)N2CCN(C)CC2)cc(OC)c1OC (stereo not drawn)	-9.5%	-8.8%	-15.1%	-8.3	-1.9%	i	21.6%	-4.2	9.3%
Cc1ccc(C(=O)OCc2cn(-c3ccccc3)nn2)cc1	14.5%	-18.2%	-7.6%	5.3	24.2%	i	-21.0%	-1.7	-20.9%
Cc1ccc(C)c(NC(=O)Cn2cnc3nc4c(cc3c2=O)CCCC4)c1	.	2.6%	-7.3%	2.6	.	-20.7%	-1.9%	.	22.1%
Cc1c(NC(=O)c2cc3nc(-c4ccccc4)cc(C)n3n2)c(=O)n(-c2ccccc2)n1C	3.1%	1.3%	0.7%	8.3	1.2%	i	24.5%	22.7	-20.0%
O=C(NN=C1CCCC1)c1ccccc1OCc1ccc(Cl)cc1	9.2%	-23.5%	-7.6%	6.6	8.9%	-10.4%	12.5%	-2.9	-17.7%
Cc1cc(C)c2cc(C)c3nnc(SCC(=O)NCc4ccc5c(c4)OCO5)n3c2c1	-5.8%	6.3%	-5.9%	17.5	10.0%	-0.1%[57.5 µM]	17.6%	-23.3	2.31µM*
COC(=O)CNC(=O)COC(=O)c1cc(SC)ccc1Cl	-7.1%	-1.9%	0.8%	1.3	1.8%	-11.9%	24.6%	-2.1	6.8%
CC1(C)C2CCC1(CS(=O)(=O)Nc1ccc(S(=O)(=O)N3CCCCC3)cc1)C(=O)C2 (stereo not drawn)	-0.6%	?	7.9%	3.8	0.7%	-30.2%	-16.4%	3.9	25.9µM*
CC(/C=N/Nc1nnc(C)c(=O)[nH]1)=C\c1ccccc1	-4.1%	29.6%	-6.8%	-4.7	0.3%	i	-12.6%	-23.4	12.3%
CCN1CCN(C(=O)CSc2cc(=O)n(C)c3ccccc23)CC1	5.1%	-10.6%	8.2%	-5.0	-5.8%	i	-9.2%	-10.7	-17.1%
CCCN(CCC)CCCNC(=O)c1ccc2c(Cl)c3c(nc2c1)CCC3	7.1%	?	?	-29.1	-3.4%	i	0.0%	-11.4	6.6%
CCCS(=O)(=O)N1CCCC(C(=O)NCCN(Cc2ccccc2)C(C)C)C1 (stereo not drawn)	-5.4%	-19.0%	1.8%	-17.7	-1.1%	-4.2%[57.5 µM]	-10.3%	-29.3	-11.8%
CN(C(=O)c1cccc(N2C(=O)C3CC=CCC3C2=O)c1)C1CCCCC1 (stereo not drawn)	-6.1%	0.0%	0.5%	5.4	5.3%	i	-12.3%	18.7	-2.8%
COc1ccc(NC(=O)COC(=O)CCCN2C(=O)c3ccccc3C2=O)cc1Cl	0.3%	0.0%	4.5%	5.9	18.0%	-7.6%	35.5µM*	-25.0	0.0%
CCc1ccc(-c2cc(C(=O)NCc3ccco3)c3ccccc3n2)s1	12.8%	0.0%	6.4%	-16.8	-0.7%	i	-10.8%	-24.5	1.9%
CC(=NN(Cc1ccccc1)c1ccccc1)c1ccccc1	-2.7%	?	0.3%	-7.4	1.1%	-44.2%[inhibitor]	15.0%	-0.3	-4.4%
COc1ccc(S(=O)(=O)N2CCCCC2C(=O)O)cc1 (stereo not drawn)	-4.1%	-13.7%	-16.0%	-2.3	-4.5%	-2.7%[57.5 µM]	-11.6%	-16.8	10.1%
CC(C)c1ccc(C2NC(=S)NC3=C2C(=O)CCC3)cc1 (stereo not drawn)	-5.0%	20.2%	-25.7%	-7.1	-8.6%	i	15.5%	31.2	?
CCOc1ccc(S(=O)(=O)Nc2cnc3ccccc3c2)cc1	6.2%	16.4%	-8.6%	-1.0	24.5%	-32.5%	0.0%	2.3	0.0%
CC(=O)c1cc(-c2ccccc2)n(CC(=O)Nc2cccc(C)c2C)c1C	0.7%	-7.7%	-15.9%	-4.0	7.2%	i	-3.0%	-3.1	2.2%
COc1cccc(/C=N/NC(=O)CCCc2ccc(OC)c(C)c2)c1	1.3%	0.0%	2.9%	5.3	-1.2%	-14.3%	18.2%	-13.8	-11.6%
Cc1cc(S(=O)(=O)N2CCN(c3c(C)cccc3C)CC2)ccc1F	-7.2%	?	-1.4%	-2.6	2.4%	i	16.1%	-1.4	?
CC(C)Cn1c(CNC(=O)c2ccccc2)nc2ccccc21	2.9%	14.1µM*	-11.0%	10.8	8.5%	-50.4%[inhibitor]	4.6%	-55.6*	?
Cc1cc(C(F)(F)F)nc(NCc2cccnc2)n1	15.0%	3.2%	-0.6%	-1.2	-1.5%	-24.5%	-1.7%	-13.3	-6.2%
CCNC(=S)N/N=C/c1c(Cl)cccc1Cl	3.3%	?	?	-8.0	-4.1%	-14.4%	?	8.7	0.0%
Cc1c(NC(=O)c2nn3c(C(F)(F)F)cc(-c4ccccc4)nc3c2Br)c(=O)n(-c2ccccc2)n1C	14.7%	-24.5%	17.3%	3.4	-0.4%	i	10.3%	3.0	?
CCN(CC)CCOCCOC(=O)C1(c2ccccc2)CCCC1	-5.6%&15.1%	3.2%	17.0%	0.0&-25.4	-1.5%&-2.4%	-38.6%[inhibitor]	-0.6%	-13.0	-24.0%
COCCCN(C(=O)Cc1ccc(S(=O)(=O)N2CCOCC2)s1)c1c(N)n(Cc2ccccc2)c(=O)[nH]c1=O	2.5%	9.0%	5.1%	4.1	2.4%	-2.3%	16.8%	4.5	21.5%

Laid out differently: entries from further up.
Below each SMILES: GLP1R ag, GLP1R inv ag, HEK293 tox, DRD3 agonist, aSyn yeast inh, PTHR1 agonist, TDP43 rescue, D3 antag, KB-V1 cytotox
- CCCS(=O)(=O)N1CCCC(C(=O)NCCN(Cc2ccccc2)C(C)C)C1 (stereo not drawn)
  -5.4%, -19.0%, 1.8%, -17.7, -1.1%, -4.2%[57.5 µM], -10.3%, -29.3, -11.8%
- CN(C(=O)c1cccc(N2C(=O)C3CC=CCC3C2=O)c1)C1CCCCC1 (stereo not drawn)
  -6.1%, 0.0%, 0.5%, 5.4, 5.3%, i, -12.3%, 18.7, -2.8%

(continued)
structure	GLP1R ag	GLP1R inv ag	HEK293 tox	DRD3 agonist	aSyn yeast inh	PTHR1 agonist	TDP43 rescue	D3 antag	KB-V1 cytotox
COc1ccc(C(=O)NCc2cccnc2)cc1S(=O)(=O)N1CCCc2ccccc21	17.5%	0.5%	4.8%	-0.1	0.3%	-11.9%	-6.2%	-7.5	?
O=S(=O)(NC1CCCCC1Nc1ccccc1)c1ccccc1 (stereo not drawn)	9.3%	?	-1.7%	0.7	11.5%	-1.7%	2.8%	12.6	-5.5%
O=C(NC1CCCCCCC1)c1ccc(F)cc1	16.2%	?	-2.1%	6.7	-4.0%	-23.1%	-5.0%	0.1	-0.7%
CCCCSc1nnc(C)c(=O)[nH]1	-12.5%	0.4%	-6.6%	3.0	0.8%	i	5.8%	6.0	-2.1%
O=C1c2ccccc2C(=O)C12OC2c1cccc2ccccc12 (stereo not drawn)	-0.2%	-5.1%	-60.7%	-10.2	3.0%	-29.7%	27.9%	-13.5	-7.9%
COc1ccc(CCNC(=O)c2ccc(NC3=NC4CS(=O)(=O)CC4S3)cc2)cc1OC (stereo not drawn)	1.0%	0.0%	2.2%	0.2	1.7%	i	-0.5%	5.6	?
COP(=O)(OC)C(Nc1ccc(Cl)cc1)c1ccccc1 (stereo not drawn)	15.7%	-25.7%	-4.2%	1.1	11.5%	-4.7%	1.4%	-5.0	4.8%
COc1cccc(C(=O)Oc2cc3c4c(c2)C(C)=CC(C)(C)N4C(=O)C3=O)c1	7.3%	?	-26.5%	-23.7	-45.6%[inhibitor]	-11.1%[57.5 µM]	?	?	-1.1%
COc1ccc(/C=N/NC(=S)Nc2c(C)n(C)n(-c3ccccc3)c2=O)cc1OC	14.2%	14.6%	-7.4%	-2.2	-2.5%	-5.1%	-21.4%	-2.9	0.8%
CSc1ccccc1NC(=O)c1ccccc1N(Cc1ccccc1)S(C)(=O)=O	-2.0%	0.0%	10.4%	1.4	-0.4%	-6.4%[57.5 µM]	-16.3%	21.3	9.2µM*
CCCCc1nc2cc(C(=O)N3CCCCC3CCNC(C)=O)ccc2o1 (stereo not drawn)	-0.1%	14.8%	-0.1%	-1.8	-1.8%	-46.5%[inhibitor]	20.1%	4.1	-1.5%
CC(=O)c1cnc2c(-c3ccccc3)cnn2c1C	3.2%	20.9%	8.9%	0.9	3.2%	-0.4%	24.5%	4.9	20.6µM*
Cc1nc2ccccc2c(-c2ccccc2)c1C(=O)c1ccccc1	3.2%	?	0.2%	-2.5	3.0%	-16.3%	22.4µM*	4.8	-20.2%
S=c1[nH]c2ncccc2o1	-8.2%	0.0%	-3.3%	2.5	-10.9%	-8.0%	-13.6%	11.6	-10.2%
CSc1ncccc1C(=O)Nc1ccncc1	0.2%	5.5%	4.8%	1.0	1.3%	i	1.2%	-3.7	4.3%
Cc1noc(C)c1S(=O)(=O)N(C)C[C@H]1Oc2ccc(NC(=O)Cc3ccccc3)cc2C(=O)N([C@H](C)CO)C[C@@H]1C	2.2%	-19.1%	2.8%	-3.0	2.7%	-2.8%	13.8%	0.0	13.2%
